Screening data: PubChem BioAssay, several laboratories
hiPSC survival: enhancers of human iPSC single-cell survival; hiPSC single-cell survival, ATPlite luminescence; 100% = ROCK inhibitor wells, 0% = DMSO; survival enhancement, % at 20 µM; 360,000 compounds, 0.044% hits; AID 602274; in the data active = survival enhancement above about 18%;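 note: cells exposed to compounds for 16 hours before the ATP read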
Shn3 inh set2: inhibitors of Schnurri-3 3'UTR reporter in osteoblasts; 360,000 compounds, 0.52% hits; Clone20 osteoblast Shn3 3'UTR firefly luciferase, 24 h; inhibition, % at 12.5 µM;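 active = mean inhibition of at least 75% with every replicate also reaching 75%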;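 note: 0% = median of neutral control wells and 100% = pilot-screen positive control compound; some compounds past the cut are filed as inactive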
H9c2 protect: myocardial damage modulation in H9c2 cells | protection from H2O2 cell death, % at 20 µM | H9c2 cardiomyocytes, H2O2 injury protection, ATPLite, 2 h | 360,000 compounds, 0.63% hits;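 active = compounds giving at least 50% protection of heart cells from peroxide-induced death in the single-dose screen, raw or plate-pattern-corrected value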;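 note: 0% = DMSO wells with peroxide and 100% = DMSO wells without peroxide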
PDI turbidity: blocks human protein disulfide isomerase activity | inhibition, % at 10 µM | PDI insulin aggregation turbidity, A650, 90 min | P07237 | 350,000 compounds, 0.052% hits;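 active = mean inhibition across replicates of 30% or more, whatever share of single replicates reach that level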;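 note: absorbance from insulin aggregation driven by PDI reduction with DTT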
Target sequence (P07237 whole entry, looked up): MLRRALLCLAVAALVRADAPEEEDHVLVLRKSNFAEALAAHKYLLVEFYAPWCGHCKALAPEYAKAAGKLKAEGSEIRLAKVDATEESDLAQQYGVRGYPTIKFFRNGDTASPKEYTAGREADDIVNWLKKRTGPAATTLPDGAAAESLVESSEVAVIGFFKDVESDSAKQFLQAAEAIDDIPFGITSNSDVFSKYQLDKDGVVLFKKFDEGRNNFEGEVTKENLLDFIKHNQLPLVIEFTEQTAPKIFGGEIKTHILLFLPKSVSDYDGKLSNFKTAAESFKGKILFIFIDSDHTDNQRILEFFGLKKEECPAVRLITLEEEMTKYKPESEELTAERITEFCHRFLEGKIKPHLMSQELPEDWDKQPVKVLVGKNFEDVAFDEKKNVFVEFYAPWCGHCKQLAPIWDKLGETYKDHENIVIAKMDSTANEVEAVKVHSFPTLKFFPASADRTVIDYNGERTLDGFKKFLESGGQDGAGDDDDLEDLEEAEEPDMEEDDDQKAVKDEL
Peg3 prom inh: inhibitors of Peg3 promoter. HeLa PEG-Prom luciferase reporter, luminescence, overnight. inhibition, % at 20 µM. 360,000 compounds, 1.7% hits. AID 588405;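 active = inhibition of at least 50% at 20 µM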
HIF-2a block: inhibitors of HIF-2a. 786-0 RCC cells HIF-2a reporter, luciferase luminescence, overnight. inhibition, % at 18.8 µM. 360,000 compounds, 0.72% hits. AID 624352;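 active = inhibition of the luminescence signal of 40% or more relative to plate controls, in a single-dose primary screen at 18.75 µM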
MITF TRPM1 inh: inhibitors of MITF-driven TRPM1 promoter in melanoma cells; 330,000 compounds, 0.83% hits; SK-MEL-5 TRPM1 promoter luciferase, 24 h; inhibition, % at 12.5 µM; AID 488899;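 active = mean inhibition across replicates of 60% or more, whatever share of single replicates reaches that level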; note: values of inactives mirror those of a sister screen read the other way
HTR2A ag: activates the mouse 5-HT2A serotonin receptor; AID 624169; 360,000 compounds, 0.66% hits; activation, % at 7.6 µM; CHO-K1 mHTR2A beta-arrestin complementation, luminescence; percent of 30 µM serotonin response; P35363;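 active = activation above a run cutoff, the mean activation of all tested compounds plus 3 SD, cut at about 14% in these data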;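 note: 0% = plate median of compound wells and 100% = 30 µM serotonin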
NR2E3 ag-1: agonists of human nuclear receptor NR2E3. Q9Y5X4. 320,000 compounds, 0.12% hits. inhibition of corepressor binding, % at 4.78 µM. GST-NR2E3/biotin-RetCOR TR-FRET, 1536-well. AID 2300;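 active = percent inhibition above the cutoff of mean plus 3 SD of all tested compounds, set per screening campaign, cut at about 20% in these data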;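 note: 0% = DMSO wells and 100% = biotin wells as full block of FRET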
Target sequence (Q9Y5X4 whole entry, looked up): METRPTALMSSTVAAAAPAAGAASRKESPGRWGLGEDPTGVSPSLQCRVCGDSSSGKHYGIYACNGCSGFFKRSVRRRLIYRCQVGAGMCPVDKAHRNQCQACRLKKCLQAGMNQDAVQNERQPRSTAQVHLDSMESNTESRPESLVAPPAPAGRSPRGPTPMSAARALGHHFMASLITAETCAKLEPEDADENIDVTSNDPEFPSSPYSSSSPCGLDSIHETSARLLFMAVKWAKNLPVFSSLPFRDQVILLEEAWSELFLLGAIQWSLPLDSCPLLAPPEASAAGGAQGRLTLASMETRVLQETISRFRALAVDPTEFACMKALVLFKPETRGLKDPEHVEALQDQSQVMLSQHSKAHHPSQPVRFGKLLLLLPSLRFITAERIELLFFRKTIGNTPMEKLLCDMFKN
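Material – GST-tagged NR2E3 plus biotinylated RetCOR corepressor · Quantity – NR2E3 fusion 1.35 nM · Times – 5 h incubation at 4 °C · Medium – pH 7.5 Tris-based buffer · Technique – TR-FRET, Eu(K)-anti-GST donor, streptavidin-D2 acceptor, ex 340, em 617/671 nm · Benchmarks – high control biotin, low control 0.6% DMSO · Format – 1536-well plates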
CaV13 ICDI inh: Disruptors of the CACNA1D IQ motif to Ca2+-dependent inactivation inhibitor domain association, primary screening, Förster resonance energy transfer in intact living …. AID 743397. 340,000 compounds, 0.098% hits. inhibition, % at 12.3 µM. HEK cells, CFP/YFP FRET ICDI-IQ, plate reader, 10 min; percent FRET-ratio fall versus neutral wells;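 active = mean replicate inhibition of at least 30% and at least 1% of replicates passing that level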;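 note: 0% = median of the neutral control wells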
NR2E3 ag-2: agonists of human NR2E3 nuclear receptor; inhibition of corepressor binding, % at 3.98 µM; 360,000 compounds, 0.35% hits; Q9Y5X4; AID 602229; CHO-S Gal4-NCOR/VP16-NR2E3 two-hybrid, luciferase;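 active = inhibition above the mean of all tested compounds plus 3 SD, cut at about 70% in these data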;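 note: 0% = DMSO with NR2E3 transfected cells and 100% = cells lacking NR2E3 construct; higher means lower luciferase signal from less NR2E3 corepressor binding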
* hit, by the source's call; · = no result given.

SMILES	hiPSC survival	Shn3 inh set2	H9c2 protect	PDI turbidity	Peg3 prom inh	HIF-2a block	MITF TRPM1 inh	HTR2A ag	NR2E3 ag-1	CaV13 ICDI inh	NR2E3 ag-2
Cc1cccc(OCC(=O)N/N=C/c2cn[nH]c2-c2ccc(Cl)c(Cl)c2)c1	6.2	-42.6	-3.3	-1.3	25.1	16.3	1.7	2.0	-2.0	·	1.8
O=C(NNC(=O)NC1CCCCC1)NC1CCCCC1	1.3	-15.6	2.4	-5.2	10.5	16.9	-3.1	1.4	1.9	0.0	-14.9
COc1nc(N(C)C)nc(N(C#N)CCOC(C)=O)n1	0.0	-1.2	-0.1	2.3	-19.7	-10.5	8.6	-3.1	-1.9	-5.1	-5.8
Cc1ccc(N(CC(N)=O)C2SC(=O)NC2=O)cc1 (stereo not given)	-1.2	-10.6	6.7	0.8	3.0	20.5	-3.7	7.3	0.4	-3.8	-2.7
CCOc1cc(N2CCOCC2)c(OCC)cc1NC(=O)c1cccc(S(=O)(=O)N2CCOCC2)c1	-1.9	8.2	-3.5	22.5	1.2	0.8	-1.1	-3.0	·	-4.3	-24.0
CN1CCN(CCc2cn3ncc(C#N)c3nc2-c2ccc(F)cc2)CC1	-0.1	0.4	5.7	-1.2	1.3	16.9	-4.7	3.5	3.1	-5.9	-7.0
CC1CCN(S(=O)(=O)c2nnc(NC(=O)c3cccc([N+](=O)[O-])c3)s2)CC1	-0.7	-9.7	-6.1	-1.2	9.0	6.7	12.1	1.9	-1.6	·	4.2
O=C(CCS(=O)(=O)c1ccccc1)Nc1nc2cc3c(cc2s1)OCCO3	-0.2	-30.1	-8.4	10.2	-86.7	-87.7	1.3	-8.8	2.8	-5.5	-28.7
COCCOC(=O)c1c(NC(=O)CN2CCc3ccccc32)sc(C(N)=O)c1C	1.2	-6.8	-4.4	3.8	15.1	16.5	9.7	1.9	1.3	-2.2	-19.0
CC(=O)c1ccc(S(=O)(=O)Nc2cccc(-c3ccc(N4CCOCC4)nn3)c2)cc1	-0.4	-25.2	-18.1	-8.2	-121.5	-129.1	-53.5	2.9	0.7	-5.4	-31.8
CCOc1c2ccc(C(=O)NCCCCc3ccccc3)cc2nn1CC	-0.9	-9.4	3.8	0.4	-10.1	-7.3	1.5	-4.0	2.5	-9.4	-14.7
COc1ccc(-c2ccc(=O)n(Cc3ccc([N+](=O)[O-])cc3)n2)cc1	0.7	16.1	14.1	-2.5	5.1	8.2	5.4	-0.5	1.3	-2.4	-9.7
CCOc1ccccc1N(CC(=O)N/N=C/c1cc(Br)ccc1OC)S(C)(=O)=O	-0.8	14.1	8.3	2.9	25.2	26.1	-1.4	-7.5	1.9	-5.7	1.3
COc1ccc(NC(=O)N[C@@H](Cc2ccccc2)C(=O)NN)cc1	-0.5	-3.7	4.7	-4.7	7.2	12.8	10.6	0.5	3.4	-5.3	5.6
O=C(Cn1nnc(-c2ccc(Cl)cc2)n1)NCC1CCCCC1	0.1	10.8	-7.9	11.7	11.3	8.5	6.4	-0.6	0.7	-7.7	-3.9
CCOC(=O)C(CC)n1nc(C)n2c(cc3sccc32)c1=O (stereo not given)	-0.9	-22.9	-1.6	·	16.6	11.4	-4.3	-0.9	-2.1	-5.2	4.3
CC(=O)c1ccc(OCc2ccc(C(=O)c3ccccc3)cc2)cc1	-0.4	50.5	-20.6	13.6	-41.0	-97.5	6.3	-2.6	1.1	-6.1	21.2
CCOC(=O)C1CCCN(Cc2c(F)cccc2Cl)C1 (stereo not given)	-0.7	-11.4	0.5	3.1	-4.3	9.2	-0.7	2.1	-1.2	-6.5	2.1
COC1CCN(C(=O)c2ccc(OC3CCN(CCc4ccccc4)CC3)cc2)CC1	-2.6	19.9	16.3	-10.3	16.0	15.7	2.3	-2.4	1.9	-5.7	8.7
COC(=O)CCC(=O)N1CCCC(C(=O)c2cc(F)ccc2F)C1 (stereo not given)	-0.3	6.6	7.4	-3.6	4.2	-1.0	-8.9	-6.9	7.7	-4.9	-3.3
O=P(O)(Cc1ccccc1)c1ccccc1	2.3	-5.8	-2.9	1.3	7.3	6.8	·	4.2	·	-5.2	0.5
CC(C)CCN(C(=S)Nc1cccc(F)c1)C(C)c1cccs1 (stereo not given)	0.5	17.3	-3.8	2.1	13.2	12.5	0.4	0.0	0.3	-2.3	3.2
CN(C)S(=O)(=O)N1CCN(CC(=O)Nc2ccc(F)cc2)CC1	-0.6	18.9	8.1	-2.0	-7.3	2.3	-5.7	1.4	1.1	-12.6	7.0
Cc1ccc(-c2nnc(-c3ccccc3)c(N3CCOCC3)n2)cc1	5.0	-0.4	-4.1	-0.5	-7.5	-27.6	-7.3	6.5	-3.9	-5.4	-27.1
Cc1ccc(S(=O)(=O)NCCC(=O)N2CCCCCCC2)cc1	-0.2	-0.9	8.5	-0.7	12.8	-5.5	7.5	-4.7	-1.8	-6.1	17.0
COc1ccc(CO/N=C/c2c(C)[nH]c(=O)[nH]c2=O)cc1	4.7	-13.0	-15.6	-4.8	2.7	-0.9	-1.9	0.1	-1.2	-5.1	8.6
COc1cccc(CN(Cc2ccco2)C(c2ccc(F)cc2)c2nnnn2C(C)(C)C)c1 (stereo not given)	-1.2	33.7	-14.0	4.2	30.1	4.9	-2.5	-1.1	0.3	·	7.2
O=c1c2ccccc2nc2n1C(CSCc1cccc(C(F)(F)F)c1)CS2 (stereo not given)	0.4	92.5*	-32.2	-1.3	14.6	19.5	30.8	-0.1	0.1	·	27.1
COc1ccc(-n2c(CN3CCC(C)CC3)nc3ccc([N+](=O)[O-])cc3c2=O)c(OC)c1	-0.5	14.1	2.1	-1.0	-15.1	-47.5	17.8	-3.6	-0.7	-16.1	-16.3
O=C(Nc1ccc(N2CCCCCC2)cc1)c1ccc[nH]1	-0.3	-48.1	-21.6	0.7	-312.2	-220.6	-79.2	-4.8	-1.9	-4.8	-118.1
CCOC(=O)C(NCCCO)c1ccccc1 (stereo not given)	0.4	-7.6	-3.1	13.9	4.7	4.1	0.1	1.1	0.6	·	-15.0
COC(=O)c1ccc2c(=O)n(CCN3CCOCC3)c(SCC(=O)Nc3ccccc3Cl)nc2c1	-0.6	-10.4	15.1	-7.4	25.8	14.2	1.3	2.7	-0.6	-2.5	-26.2
CCNC(=O)Nc1cc(S(=O)(=O)N2CCOCC2)ccc1N1CCCCC1	-0.8	-8.7	-5.7	-5.2	8.6	8.5	·	3.4	·	-5.9	6.5
Cc1nc(NC(=O)C(C)(C)C)sc1C(=O)Cn1cc(CCc2ccccc2)nn1	6.2	14.8	0.3	·	6.1	6.6	·	0.4	·	-9.9	3.1
CCOc1ccccc1N1CCN(CC(=O)N(C2CCCC2)C2CCS(=O)(=O)C2)CC1 (stereo not given)	-0.1	15.0	9.0	0.0	-0.3	10.4	5.4	-12.2	4.8	-2.1	-35.4
Cc1ccccc1NC(=O)Cc1nc(COC(=O)CNC(=O)c2ccc(Cl)cc2Cl)cs1	15.7	3.1	-0.9	8.8	13.0	4.8	·	-7.5	·	-5.8	-6.5
COc1ccc(-n2c(SCC(=O)NCC3CCCO3)nc3c([nH]c4ccccc43)c2=O)cc1 (stereo not given)	1.0	2.6	-3.6	-5.3	20.3	21.0	13.0	-5.5	0.3	-6.9	-7.2
CCOC(=O)C1=NNC2(c3ccc(C)cc3)C(=O)N(c3ccccc3)C(=O)C12 (stereo not given)	0.1	-1.6	3.3	-4.4	2.1	11.3	·	-1.0	1.8	-5.0	-9.6
COc1ccc(-c2csc(NC(=O)CN3C(=O)NC4(CCCC4)C3=O)n2)c(OC)c1	0.2	10.1	-7.0	-1.4	-44.3	-30.2	-9.4	6.3	-0.3	-0.8	-11.7
COc1ccc(C(=O)CC(Sc2ccccc2N)c2ccc(OC)cc2)cc1 (stereo not given)	-2.3	-10.6	-9.2	8.9	-185.5	-132.6	·	0.7	·	-8.3	-130.1
Oc1cc(Nc2cccnc2)cc2cccnc12	-1.7	84.6	44.0	-0.7	24.5	8.6	39.5	-2.1	·	-5.8	-19.1
CC12CN3CC(C)(CN(C1)C3c1ccc(F)cc1)C2 (stereo not given)	0.9	9.0	2.2	-2.4	-1.7	15.1	-5.2	6.1	-2.1	-7.4	25.0
COc1ccc(OC(=O)OCc2ccccc2)cc1	-4.7	7.8	-3.8	-7.6	-2.9	-11.0	·	1.5	·	-10.3	-14.9
Cc1ccc(N2C(=O)[C@@H]3Cc4ccccc4CN3C2=O)cc1	-3.9	-20.4	-1.2	-7.2	-113.2	-134.9	-39.2	-0.1	-0.7	-4.3	-28.5
COc1ccc(-c2nc(N)n(C(C)=O)n2)cc1	-1.9	4.8	3.4	2.4	-6.3	-27.4	-13.4	-3.0	-0.1	-3.1	-3.9

Three consecutive compounds out of the list so far, for reference:
SMILES	hiPSC survival	Shn3 inh set2	H9c2 protect	PDI turbidity	Peg3 prom inh	HIF-2a block	MITF TRPM1 inh	HTR2A ag	NR2E3 ag-1	CaV13 ICDI inh	NR2E3 ag-2
CCOC(=O)C(NCCCO)c1ccccc1 (stereo not given)	0.4	-7.6	-3.1	13.9	4.7	4.1	0.1	1.1	0.6	·	-15.0
COC(=O)c1ccc2c(=O)n(CCN3CCOCC3)c(SCC(=O)Nc3ccccc3Cl)nc2c1	-0.6	-10.4	15.1	-7.4	25.8	14.2	1.3	2.7	-0.6	-2.5	-26.2
CCNC(=O)Nc1cc(S(=O)(=O)N2CCOCC2)ccc1N1CCCCC1	-0.8	-8.7	-5.7	-5.2	8.6	8.5	·	3.4	·	-5.9	6.5

(continued)
SMILES	hiPSC survival	Shn3 inh set2	H9c2 protect	PDI turbidity	Peg3 prom inh	HIF-2a block	MITF TRPM1 inh	HTR2A ag	NR2E3 ag-1	CaV13 ICDI inh	NR2E3 ag-2
O=C(c1ccc(Cn2cc([N+](=O)[O-])cn2)o1)N1CCCCCC1	-0.4	3.1	4.5	-7.8	12.8	3.0	11.2	-0.3	-1.4	-3.6	-22.1
CCOC(=O)c1c2n(c3c(NCc4ccccc4)ncnc13)CCCC2	2.1	3.3	7.4	3.4	22.5	24.8	6.8	-2.3	3.8	·	21.4
COc1cc(/C=C/C(=O)OCC(=O)Nc2ccc(C)c(S(=O)(=O)N3CCCCC3)c2)ccc1O	-0.4	0.8	-4.0	14.0	-4.9	10.7	10.4	-0.7	0.4	-17.8	-2.7
O=c1cc(N2CCCCC2)c(-c2ccccc2)nn1Cc1cccc(F)c1	6.2	-33.2	0.5	-0.4	9.7	2.1	4.8	-5.9	-0.8	-5.2	-3.0
CC(=O)Nc1ccc(S(=O)(=O)Nc2nc3ccc([N+](=O)[O-])cc3s2)cc1	-0.9	-10.8	9.3	4.1	4.5	13.3	-6.4	-5.8	1.4	-3.5	-19.0
COC(=O)c1ccc(/C=C/c2c(-c3ccsc3)oc3ccc(N4CCOCC4)cc23)cc1	-2.3	-10.8	-5.6	9.6	-78.3	-138.9	-37.0	-4.6	1.8	-5.1	-21.3
